APP transl inh: APP translation inhibition | SH-SY5Y APP 5'UTR-luciferase reporter, luminescence | inhibition, % at 2 µM | 190,000 tested, 0.82% active | AID 1285;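 active = inhibition above a set limit, derived from the sample mean plus 3 SD, cut at about 45% in these data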; note: values of inactives mirror those of a sister screen read the other way
APP 5'UTR act: APP 5'UTR luciferase reporter activation. SH-SY5Y APP 5'UTR luciferase reporter, luminescence; zero percent = DMSO vehicle wells. activation, % at 2 µM. 190,000 tested, 1% active. AID 1276;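 active = activation above a set limit, based on mean plus 3 SD of controls, cut at about 140% in these data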; note: values of inactives mirror those of a sister screen read the other way
ROMK primary: modulates human ROMK potassium channel activity. Tet-inducible ROMK, thallium flux fluorescence; actives lie on both sides. B-score at 10 µM. AID 1918. 130,000 tested, 2% active. P48048;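 active = signal ratio slope over the read window, or its plate-corrected B-score, at least 3 SD from the plate mean, either direction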;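 note: B-score of the F/F0 ratio slope over 7 to 12 s after thallium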
Target sequence (P48048 whole entry, looked up): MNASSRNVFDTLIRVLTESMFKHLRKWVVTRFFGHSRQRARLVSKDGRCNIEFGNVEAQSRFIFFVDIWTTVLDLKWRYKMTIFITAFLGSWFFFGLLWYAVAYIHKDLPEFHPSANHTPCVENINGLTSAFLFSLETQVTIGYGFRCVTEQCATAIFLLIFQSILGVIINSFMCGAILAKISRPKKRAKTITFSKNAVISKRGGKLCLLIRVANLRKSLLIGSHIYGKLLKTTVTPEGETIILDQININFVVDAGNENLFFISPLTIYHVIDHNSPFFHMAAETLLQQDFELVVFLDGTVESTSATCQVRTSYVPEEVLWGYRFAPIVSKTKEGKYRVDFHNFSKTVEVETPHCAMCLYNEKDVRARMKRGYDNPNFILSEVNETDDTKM
FLuc inh counter: counter-screen for luciferase assay inhibitors: firefly luciferase inhibition; ATPLite firefly luciferase biochemical luminescence, 10 min; 200,000 tested, 1.5% active; P08659; AID 1006; inhibition, % at 10 µM;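 active = inhibition above about 50% when tested at 10 µM, limit read from the data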
Target sequence (P08659 whole entry, looked up): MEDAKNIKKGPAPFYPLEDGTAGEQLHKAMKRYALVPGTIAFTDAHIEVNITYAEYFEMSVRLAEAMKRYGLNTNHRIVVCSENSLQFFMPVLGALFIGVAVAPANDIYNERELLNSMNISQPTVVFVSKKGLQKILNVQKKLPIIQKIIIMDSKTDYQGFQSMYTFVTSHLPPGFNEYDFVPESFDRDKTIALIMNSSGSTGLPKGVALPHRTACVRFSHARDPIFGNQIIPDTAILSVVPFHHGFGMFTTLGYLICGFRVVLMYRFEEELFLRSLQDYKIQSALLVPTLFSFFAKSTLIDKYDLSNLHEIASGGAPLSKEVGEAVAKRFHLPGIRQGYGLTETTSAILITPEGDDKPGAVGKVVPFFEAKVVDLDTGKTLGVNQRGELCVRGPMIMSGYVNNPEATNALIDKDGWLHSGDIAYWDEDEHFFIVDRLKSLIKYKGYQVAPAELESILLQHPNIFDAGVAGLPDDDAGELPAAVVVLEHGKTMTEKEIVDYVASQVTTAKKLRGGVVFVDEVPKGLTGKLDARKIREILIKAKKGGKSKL
STAT3 activator: increases IL-6 driven STAT3 reporter signal; U3A cells, IL-6 STAT3-luciferase reporter, luminescence; 100% = signal with IL-6 EC80 alone; 190,000 tested, 0.91% active; AID 871; activation (% of control), % at 5.6 µM;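 active = activation above the screen-wide mean of compound activation plus 3 SD, cut at about 130% in these data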;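 note: 0% = background luminescence of wells with medium and substrate only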
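Test system: STAT3-luciferase reporter U3A cells; Detection: reporter luminescence signal; Times: 1 h compound pre-exposure, 6 h IL-6 stimulation, 37 °C; Benchmarks: IL-6-only high control; Also added: IL-6 stimulus at 33 ng/mL final.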
NF-kB neuron act: NF-kB expression increase, human neuronal cells; NF-kB reporter expression; hits give high values; fold change at 12.5 µM; 190,000 tested, 1.6% active; in the data active = fold change above about 3.3
STAT1 act: activators of IFN-gamma induced STAT1 signaling | 200,000 tested, 2.6% active | AID 932 | activation (% of control), % at 5.5 µM | NIH 3T3 STAT1-luciferase reporter, luminescence; 100% = IFN-gamma alone, no compound;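 active = activation above the screen-wide mean activation plus 3 SD, cut at about 130% in these data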;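 note: raw ratio to IFN-gamma control signal so 100% means no change and 0% no light; values of inactives mirror those of a sister screen read the other way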
FLuc stim CS: firefly luciferase counter-screen for stimulation assays | ATPlite luciferase biochemical, luminescence, 10 min; 0 = ATP-free wells, 1 = DMSO control | activation factor at 10 µM | 200,000 tested, under 10 active;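 active = luciferase activation factor, scaled between plate controls, of at least 2 with compound at 10 µM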
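System: cell-free luciferase reagent; medium: PBS as buffer for the ATP substrate; doses: test compounds dosed from 2 mM stocks in 100% DMSO; incubation: 10 min, room temperature; measured by: luminescence from luciferase reaction; read-out: luciferase activation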
STAT1 blocker: reduces IFN-gamma driven STAT1 reporter signal; inhibition, % at 5.5 µM; NIH 3T3 STAT1-luciferase reporter, luminescence; 200,000 tested, 0.35% active; AID 920;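 active = inhibition above a set limit, the mean inhibition across all tested compounds plus 3 SD, cut at about 34% in these data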;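 note: 0% = IFN-gamma with DMSO and 100% = IFN-gamma with 300 µM nifuroxazide; values of inactives mirror those of a sister screen read the other way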
STAT3 inh: inhibitors of IL-6 induced STAT3 signaling; 190,000 tested, 0.89% active; U3A cells, IL-6 STAT3-luciferase reporter, luminescence; host cell line lacks STAT1; inhibition, % at 5.5 µM;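 active = inhibition above the mean inhibition across all screened compounds plus 3 SD, cut at about 44% in these data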;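 note: 0% = DMSO only wells and 100% = 100 µM nifuroxazide control wells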
Numbers without * were called inactive; x = no result given. This is a random part of the collection, and some 7.1% of all compounds hit somewhere here.

SMILES	APP transl inh	APP 5'UTR act	ROMK primary	FLuc inh counter	STAT3 activator	NF-kB neuron act	STAT1 act	FLuc stim CS	STAT1 blocker	STAT3 inh
Cc1ccc2c(C)c(C(=O)NCc3ccc(S(N)(=O)=O)cc3)oc2c1C	-0.7	0.7	x	-3.6	95.9	1.07	99.2	1	-1.3	8.1
CCOC(=O)c1cn(CC)c2cc(Cl)c([N+](=O)[O-])cc2c1=O	0.1	-0.1	x	-5.6	95.8	1.16	96.3	1.1	4.1	4.3
CC1Cc2cc(/C(O)=C3/C(=O)C(=O)N(Cc4ccco4)C3c3cccs3)ccc2O1 (configuration not stated)	-97.0	97.0	x	-6.6	108.9	0.61	124.5	1.1	-26.7	-6.7
c1ccc(Nc2nc3ccccc3o2)cc1	-133.1	133.1	1.01	57.9*	102.0	5.26*	136.9*	0.4	-39.7	-2.5
N#Cc1c(N)n[nH]c1CCCN	-4.5	4.5	1.45	-7.3	95.2	1.23	105.7	1.1	-6.2	11.2
Cc1ccc(NC(=O)c2ccc3nc[nH]c3c2)c(O)c1	-29.7	29.7	0.281	50.2*	127.2	1.84	111.5	0.5	-13.5	-32.4
CCCC(=O)N1CCN(c2ccc(NC(=O)c3sc4ccccc4c3Cl)cc2)CC1	-3.8	3.8	x	-6.3	77.1	1.07	97.2	1.1	3.2	30.9
CCc1nc(SCc2ccc(C(=O)OC)o2)c2c(=O)n(C)c(=O)n(C)c2n1	1.5	-1.5	x	-5.7	103.0	1.29	103.9	1.1	-4.3	5.4
Fc1ccc(NC(=S)NNc2ncc(C(F)(F)F)cc2Cl)c(F)c1	-0.3	0.3	x	-8.2	49.2	0.35	45.7	1.1	58.6*	61.7*
Cc1c(Cl)cccc1NC(=O)C1NC(=O)CC1c1ccccc1 (configuration not stated)	1.4	-1.4	x	-5.3	94.4	0.94	93.5	1.1	7.2	11.7
Cc1csc(NC(=O)c2cc(C)oc2C)n1	-51.0	51.0	x	1.7	96.7	1.56	119.3	1	-21.1	7.6
Cc1nn(Cc2ccc(C(=O)Nc3ccc(C(=O)OC(C)C)cc3)o2)c(C)c1Cl	-0.7	0.7	x	-1.8	80.1	1.47	100.5	1	1.7	25.2
O=C(CSc1cn(Cc2cccc(F)c2)c2ccccc12)NCc1ccc(F)cc1	-5.1	5.1	-1.19	-11.1	106.2	1.15	93.8	1.1	6.8	-7.3
Cc1cccc(NCc2nc(SCC(N)=O)n[nH]2)c1	-7.4	7.4	x	0.0	92.2	1.03	95.0	1	5.5	14.0
CNC(=S)Nc1ccc(C)cc1	-10.3	10.3	0.311	-6.3	93.3	1.22	100.1	1.1	-0.6	9.3
Cc1cccc2cc(/C=C3\N=C(c4ccccc4)OC3=O)c(N3CCOCC3)nc12	-16.9	16.9	-5*	-7.0	101.4	1.04	93.2	1.1	7.5	3.4
Cc1cccc(NS(=O)(=O)c2ccc(C3CCCCC3)cc2)c1	-6.3	6.3	1.24	-0.7	78.8	1.08	85.5	1	16.1	32.2
COc1ccc(-c2nn(-c3ccccc3)cc2/C=C2/SC(=S)N(Cc3ccco3)C2=O)c(C)c1	-11.1	11.1	x	-4.4	102.5	0.94	100.6	1	-0.7	8.5
CCOC(=O)NC(c1ccc(C(C)C)cc1)C(Cl)(Cl)Cl (configuration not stated)	-13.8	13.8	-0.927	-4.2	96.0	1.16	93.2	1	7.8	5.0
COc1cc(OC)c(C2C(C(=O)N3CCOCC3)=C(C)NC3=C2C(=O)CC(C)(C)C3)cc1OC (configuration not stated)	6.2	-6.2	0.522	-4.0	102.4	1.17	102.2	1	-2.4	-4.5
COc1ccc(Cl)cc1Nc1nc(N)nc(C(F)(F)F)n1	4.5	-4.5	x	-4.0	108.3	0.64	101.6	1	-1.8	-6.8
O=C(Nc1ccc2ccccc2c1)c1ccc(NS(=O)(=O)c2ccc(Br)s2)cc1	-0.8	0.8	-1.46	-2.3	101.5	1.05	119.3	1	-21.7	-4.4
CCC(CC)NCc1ccc(OC)cc1OC	-8.0	8.0	-0.339	-10.5	99.3	1.09	98.7	1.1	1.5	3.6
O=C(Nc1ccccc1C(=O)N1CCOCC1)c1cccc(S(=O)(=O)N2CCCC2)c1	9.2	-9.2	0.0971	-4.2	105.2	0.99	105.6	1	-6.1	-3.0
COc1ccccc1C(=O)N=C1NC(=O)CC2C(=O)NCCN12 (configuration not stated)	-9.4	9.4	0.682	-7.3	104.4	0.92	104.6	1.1	-6.7	-0.6

(listing goes on)
SMILES	APP transl inh	APP 5'UTR act	ROMK primary	FLuc inh counter	STAT3 activator	NF-kB neuron act	STAT1 act	FLuc stim CS	STAT1 blocker	STAT3 inh
Cc1ccc(-c2nnc(SCC(=O)N3CCCC3)o2)cc1	5.0	-5.0	x	1.4	107.0	2.23	114.4	1	-15.7	-2.2
COc1ccc(NC(=O)Cn2nnc(-c3ccccc3NS(=O)(=O)c3ccc(OC)cc3)n2)cc1	89.2*	-89.2	0.117	2.0	90.2	2.58	82.0	1	20.2	9.6
Cc1ccc(NC(=O)COC(=O)c2cccc3c(=O)c(C)c(-c4ccccc4)oc23)cc1	-0.6	0.6	-1.04	-1.0	89.3	0.48	92.4	1	8.5	12.6
Cc1ccc(NC(=O)c2noc3c2CCCCC3)cc1C	-237.3	237.3*	0.413	15.9	74.3	4.86*	198.2*	0.8	-109.2	34.7
CCOC(=O)c1c(C)[nH]c(C(=O)OCC(=O)N2c3ccccc3CC2C)c1C (configuration not stated)	1.1	-1.1	x	-4.1	94.6	0.91	106.6	1	-7.2	10.2
CCN(CC(=O)NC(=O)NCc1ccco1)Cc1nc2ccccc2c(=O)[nH]1	17.6	-17.6	x	-1.3	103.1	1.14	95.8	1	4.5	-1.1
CCC(C)N=C1CC(C)(C)CC(=O)/C1=C(/O)Cc1ccccc1 (configuration not stated)	-11.5	11.5	-0.292	-0.8	105.1	1.16	91.7	1	11.0	-9.0
CN(C)c1cccc(C(=O)n2cc(C(=O)c3cc(F)ccc3O)cn2)c1	-38.3	38.3	x	-6.5	123.4	1.39	111.2	1.1	-12.3	-16.4
CSc1ccc(NC(=O)N2CCN(c3nc4ccccc4s3)CC2)cc1	-13.2	13.2	-0.477	-8.0	64.1	0.87	91.3	1.1	9.6	46.2*
Cc1cc(=O)n(CC(=O)O)c2ccccc12	0.6	-0.6	-0.129	-2.9	107.9	1.26	101.9	1	-4.0	-6.9
C=CCn1c(C(C)C)nc2ccccc21	5.5	-5.5	0.771	-0.2	93.7	0.96	96.1	1	3.6	18.0
Cc1cc(C)c2nc(NNC(=O)c3ccc(S(=O)(=O)N4CC(C)CC(C)C4)cc3)sc2c1 (configuration not stated)	1.7	-1.7	0.145	-1.5	106.7	1.62	105.3	1	-5.8	-7.9
COc1ccc(NC(=O)CCNS(=O)(=O)c2ccc(Br)s2)cc1	-21.3	21.3	x	-10.3	97.5	0.9	91.8	1.1	8.9	7.4
COc1ccccc1N1CCN(CC(=O)NC(=O)NCc2ccco2)CC1	14.5	-14.5	0.436	-21.5	98.4	1.22	93.6	1.2	7.2	4.1
Fc1ccc(-c2cnn3c(-c4ccncc4)ccnc23)cc1	-199.1	199.1*	0.555	75.5*	74.4	6.42*	147.7*	0.2	-54.4	36.8
COc1ccccc1C(=O)NCC(=O)OCc1ccc(Br)cc1	-3.2	3.2	x	1.5	91.7	1.24	94.8	1	5.7	9.0
CCc1nc2c(c(=O)c3ccccc3n2C)c(=O)n1-c1ccc(F)cc1	-27.6	27.6	x	5.4	126.6	1.15	95.4	0.9	5.1	-37.8
O=c1/c(=C\c2cc([N+](=O)[O-])cc([N+](=O)[O-])c2O)sc2nc3ccccc3n12	1.2	-1.2	-1.98	2.2	102.3	1.25	97.0	1	3.4	5.8
CCCCCn1c(S(=O)(=O)O)nc2ccccc21	-4.7	4.7	x	-1.6	95.7	0.84	101.4	1	-1.6	8.7
CCc1cc(OCCCCNCc2ccccc2)ccc1Cl	-2.6	2.6	-3.61*	-9.3	106.6	0.98	98.1	1.1	2.1	-5.3
CCC/C(=N/NC(=O)c1ccc2c(c1)OCO2)c1cccs1	-20.9	20.9	-0.738	37.1	108.4	1.23	108.7	0.6	-9.9	-8.8
O=C(O)C1=C[C@@H](c2csc3ccccc23)C[C@@H](OCCCCO)O1	-7.3	7.3	x	-10.5	x	1.02	97.0	1.1	4.8	x
CCOc1c(/C=C(\C#N)C(N)=O)c2ccccc2n1CC	5.4	-5.4	0.102	-7.9	97.3	1.05	88.7	1.1	14.1	0.9
O=C(NCc1ccccc1)c1ccc(Cn2cc(C(F)(F)F)ccc2=O)cc1	-2.9	2.9	x	-4.6	99.0	1.06	87.4	1	14.0	11.3
CCOC(=O)C1(Cc2cccc(OC)c2)CCN(Cc2cccc(O)c2)CC1	-5.2	5.2	-0.395	-5.1	114.8	0.86	91.0	1.1	9.2	-10.7

Next records.
SMILES	APP transl inh	APP 5'UTR act	ROMK primary	FLuc inh counter	STAT3 activator	NF-kB neuron act	STAT1 act	FLuc stim CS	STAT1 blocker	STAT3 inh
Cc1ccc2c(c1)NC(=O)C(CC(=O)NCCCN1CCN(c3cc(Cl)ccc3C)CC1)O2 (configuration not stated)	4.5	-4.5	x	-5.4	105.3	0.97	108.9	1.1	-8.6	-6.3
CCC1(CC)Cc2ccccc2C(=C(C#N)C#N)N1	-5.6	5.6	x	-2.6	113.9	1.05	103.9	1	-4.4	-10.9
Cc1[nH]n(-c2ccccc2)c(=O)c1N=Nc1ccccc1	-120.2	120.2	-0.543	12.1	148.2*	3.96*	128.0	0.9	-31.8	-56.3
O=C(CN(Cc1ccccc1)S(=O)(=O)c1ccc2c(c1)OCCO2)N/N=C/c1ccc(F)cc1	6.6	-6.6	-1.21	-9.0	92.8	0.87	94.0	1.1	6.7	14.7
CCNC(=S)NNC(=O)Cc1ccccc1	0.8	-0.8	x	-8.9	103.1	0.97	102.4	1.1	-2.7	-2.5
O=C(CN1CCCCC1)NC(=O)NC1CCCC1	-31.2	31.2	0.586	-0.4	99.5	1.24	109.5	1	-11.8	2.0
OC1(c2cccs2)CN(c2ccc(Cl)cc2)C2=[N+]1CCCS2 (configuration not stated)	-9.0	9.0	-2.37	-4.7	106.4	1.06	96.5	1	3.4	0.5
COCCn1c(C)cc(C(=O)COC(=O)CCc2ccc(S(=O)(=O)N3CCOCC3)cc2)c1C	12.2	-12.2	x	5.6	109.7	1.23	99.9	0.9	0.1	-3.5
Cc1ccc(C(=O)OCCn2cc(C#N)c(=O)[nH]c2=O)cc1	-12.2	12.2	-0.609	2.9	113.5	0.94	112.6	1	-15.4	-10.6
Cc1ccc(C(=O)Nc2ccc(C(=O)N/N=C/c3c[nH]c4ccccc34)cc2)cc1	-0.4	0.4	0.261	-2.9	147.7*	0.3	95.0	1	5.6	-50.5
COc1ccc(NC(=O)N(Cc2ccc(C)cc2)Cc2cccnc2)c(OC)c1	1.9	-1.9	x	-8.8	92.8	0.85	98.5	1.1	1.7	16.9

Limited to STAT1 blocker and FLuc stim CS (2 entries from above):
mol | STAT1 blocker | FLuc stim CS
CCOC(=O)NC(c1ccc(C(C)C)cc1)C(Cl)(Cl)Cl (configuration not stated) | 7.8 | 1
COc1cc(OC)c(C2C(C(=O)N3CCOCC3)=C(C)NC3=C2C(=O)CC(C)(C)C3)cc1OC (configuration not stated) | -2.4 | 1

Screening results from PubChem.
